Bioassay records from PubChem.
TAG inh: reduces triacylglycerol accumulation in H9c2 cells; Nile Red lipid (TAG) fluorescence; cells loaded with 200 µM oleic acid; inhibition, % at 12.5 µM; AID 651582; hit rate 0.66% among 230,000;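 active = pattern-corrected inhibition of lipid staining of at least 50% with the nuclear-stain viability signal not falling by more than 50%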;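 note: 0% = DMSO wells and 100% = triacsin C control wells; some results filed as inactive read as strong as hits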
TAG inh DAPI viability: also measured in TAG inh; calls as there; DAPI nuclei signal change (viability), lower = more cytotoxic, %;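 whole-well DAPI fluorescence read on a plate reader as a viability signal; minus 50 percent equals half of cells still viable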
Starred values were filed as active, the others as inactive. Not all compounds are listed; count on the stated rates, not on these rows.

mol	TAG inh DAPI viability	TAG inh
CC(CC(=O)O)CC(=O)Nc1nncs1 (stereo not given)	-5	7
Cc1cc(NC(=O)c2cncc(Br)c2)ccc1NC(=O)c1cc2ccccc2o1	-3	-5
CC(C)n1c(-c2cccnc2)nc2cnccc21	5	-42
COc1cccc(S(=O)(=O)N2CCN(Cc3ccc4c(c3)OCO4)CC2)c1	3	-5
COc1cc(NC2c3ncccc3C(=O)N2Cc2ccco2)cc(OC)c1OC (stereo not given)	6	-2
O=C(NCCN1CCN(C(=O)c2cccc(OC(F)F)c2)CC1)c1cccc(OC(F)F)c1	-4	13
O=C(O)CC1(O)C(=O)N(Cc2ccccc2)c2ccccc21 (stereo not given)	-4	5
CN(CCC#N)C(=O)COC(=O)/C=C/c1ccc2c(c1)OCO2	6	-3
Cc1ccc(Cn2cnc3c(cnn3-c3ccc(F)cc3)c2=O)cc1	14	-5
Cc1nc(N/N=C/c2ccc(O)cc2)c2cnn(-c3ccccc3)c2n1	62	35
CC1CCN(CC(CS(=O)(=O)c2ccc([N+](=O)[O-])cc2)N2CCC(C)CC2)CC1 (stereo not given)	-65	70
COCCOC(=O)N1CCCCC1c1cc(C(=O)NCc2ccc(Cl)c(Cl)c2)no1 (stereo not given)	12	-6
O=S(=O)(NCCCCCNS(=O)(=O)c1ccc(F)cc1)c1ccc(F)cc1	-11	-4
O=C(NCC(=O)N1CCC(N2CCCCC2)CC1)C1CCCCC1	2	4
CC(=O)c1ccc(OCCCC(=O)Nc2ccc(C)c(S(=O)(=O)N3CCOCC3)c2)cc1	-1	1
Cc1ccc(C(=O)N/N=C\c2cccs2)cn1	6	-7
CC(=O)Nc1ccc(C(=O)OCC(=O)N2CCCC2=O)cc1	-7	5
O=C(Nc1ccc2nc3n(c(=O)c2c1)CCCCC3)c1ccccc1Cl	-5	9
CCC(C)CCN1C(N(C)C)=NC[C@@H]1Cc1ccccc1 (stereo not given in full)	3	-3
O=C(CSc1nc(-c2ccccc2)nc2c1CCCC2)N1CCOCC1	-11	32
O=C(N/N=C/c1coc2ccc(Cl)cc2c1=O)c1cc(O)cc(O)c1	-3	2
CCCOP(=O)(OCCC)C(NC(=O)C(C)(C)C)c1ccccc1 (stereo not given)	-7	-10
CCCCN(C(=O)c1ccc(COc2ccccc2)o1)c1c(N)n(CC(C)C)c(=O)[nH]c1=O	-6	15
CCN1CCc2c(OCc3ccc(C)cc3)cccc2C1=O	3	-15

Part of the list above in order of length of the SMILES, low to high.
mol	TAG inh DAPI viability	TAG inh
CCN1CCc2c(OCc3ccc(C)cc3)cccc2C1=O	3	-15
O=C(O)CC1(O)C(=O)N(Cc2ccccc2)c2ccccc21 (stereo not given)	-4	5
COc1cccc(S(=O)(=O)N2CCN(Cc3ccc4c(c3)OCO4)CC2)c1	3	-5

New compounds follow
mol	TAG inh DAPI viability	TAG inh
COc1ccc(OCCNC(=O)C(c2ccccc2)c2ccccc2)cc1	8	-15
Cc1ccc(Cc2cnc(NC(=O)/C(C#N)=C/c3ccc(-c4ccccc4[N+](=O)[O-])o3)s2)cc1	-9	15
Cc1ccc(NC(=O)COC(=O)C2CC2)cc1Cl	-3	-6
Cc1ccc(S(=O)(=O)N2CCN(c3ncnc4sccc34)CC2)cc1	5	-20
Cc1ccc(C)c(NC(=O)C2CC(O)CN2C(=O)OCc2ccccc2)c1 (stereo not given)	0	7
CC1C(=O)N(Cc2cn(CCC3OCCO3)nn2)CCS(=O)(=O)N1Cc1ccc(-c2ccncc2)cc1 (stereo not given)	6	14
CCCN1CCC(NC(=S)Nc2ccc(S(N)(=O)=O)cc2)CC1	-1	2
CC(O)[C@H]1CNC(=O)C(=O)N1CCc1cc(C(F)(F)F)cc(C(F)(F)F)c1 (stereo not given in full)	-4	-2
Cc1nc(COc2ccccc2Cl)sc1-c1ccnc(N)n1	-9	25
COc1ccc(S(=O)(=O)N2CCOC2CNC(=O)C(=O)NCCc2ccc(S(N)(=O)=O)cc2)cc1 (stereo not given)	3	-6
CC1(C)CNC(=S)N1Cc1ccccc1	11	-16
CC1(c2ccc3noc(-c4cccc(F)c4)c3c2)OCCO1	-6	-9
CCCCN1CC(COCc2ccccc2)Oc2cc(Br)ccc2S1(=O)=O (stereo not given)	6	-19
Cc1ccc(C)c(-c2cc(C(=O)NN3CCOCC3)c3ccccc3n2)c1	-5	7
O=C(NCc1ccc2c(c1)OCO2)c1ccc2c(=O)n(C3CCCC3)c(=O)[nH]c2c1	-13	-3
O=C(NCc1ccco1)c1ccc2sc([C@@H]3O[C@H](CO)[C@@H](O)[C@H]3O)nc2c1	-8	14
Cn1nc([N+](=O)[O-])nc1Oc1ccccc1C(=O)N1CCOCC1	1	-5
CCN(CC)CCOC(=O)c1ccc(N/C=C(/C#N)c2nc(-c3ccc(OC)cc3)cs2)cc1	23	31
CCc1c(C(=O)NC(C)C2CCCO2)csc1C (stereo not given)	1	5
COc1ccc(CNC(=O)CN(Cc2ccccc2)C(=O)c2csnn2)cc1	-7	10
COCC(C)NC(=O)CSc1ncnc2sc(-c3ccccc3)cc12 (stereo not given)	-7	12
CCOc1ccc(CNc2ccc(N3CCN(Cc4ccccc4)CC3)cc2)cc1	2	-5
CCCCCC(=O)Nc1cccc(S(=O)(=O)NC2=NCCCCC2)c1	-5	-16
CSc1cccc(Nc2ccc(S(=O)(=O)N3CCOCC3)cc2[N+](=O)[O-])c1	4	-10
CC(=O)NCc1cc(-c2ccc(Cl)cc2)no1	5	-9
Cc1c(Cl)cccc1N1C(=O)CC(NNC(=O)c2cccs2)C1=O (stereo not given)	-3	-4
O=c1[nH]cc(COCC(F)CCl)c(=O)[nH]1 (stereo not given)	-1	5
O=C(CSc1ccccn1)Nc1ccc2[nH]c(=O)[nH]c2c1	2	11
Nc1nc2nc[nH]c2c(=O)[nH]1	-6	-6
COc1ccc(OCC(=O)N/N=C/c2ccncc2)cc1	2	2
O=C(O)C1SCCN1S(=O)(=O)c1ccc2ccccc2c1 (stereo not given)	2	-21
CC1=C(C(=O)NC2CC(C)(C)Cc3c2cnn3-c2ccc(C)cc2)OCCO1 (stereo not given)	-4	-17
Cn1c(=O)n(C)c2cc([N+](=O)[O-])c(N3CCN(CCO)CC3)cc21	-3	10
CC(C)NC(=O)N(C)C[C@H]1Oc2ccc(NS(=O)(=O)c3cccs3)cc2C(=O)N([C@H](C)CO)C[C@@H]1C	-16	2
Cc1noc(C)c1COc1ccccc1C(=O)N(C)Cc1ccc(C(C)(C)C)cc1	3	-19
COc1cc(/C(C)=N/NC(=O)C(O)(c2ccccc2)c2ccccc2)ccc1O	-4	11
CC1CN(C(=O)c2cc(S(=O)(=O)N3CCN(c4ccccc4)CC3)ccc2Cl)CC(C)O1 (stereo not given)	10	-16
O=C(O)C1=C[C@@H](C2CCCCC2)C[C@@H](OCc2ccc(CO)cc2)O1	1	13
CN(C)c1ccc(C2CNC(c3ccc(Cl)c([N+](=O)[O-])c3)c3[nH]c4ccccc4c32)cc1 (stereo not given)	11	47
CNC(=O)c1sc(=S)n(-c2ccc(OC)cc2)c1N	-3	5
COc1ccc(Cn2nnnc2C(c2ccccc2Cl)N2CCN(C)CC2)cc1 (stereo not given)	1	32
Cc1nc2c(=O)[nH]c(=S)[nH]c2[nH]c1=O	-1	-7
O=C(COC(=O)C1=COCCO1)Nc1ccccc1	-1	-13
CS(=O)(=O)NCCCc1ccccc1	-12	25
CCCCCCNC1=NCCS1	-6	17
COc1ccc2[nH]c3c(c2c1)CCN1C(=O)C(CC(=O)NCCCN(C)C)C[C@H](C(=O)N2CCOCC2)[C@@]31CCC1CCCC1 (stereo not given in full)	-19	31
CC1CCCCC1NC(=O)CN1C(=O)c2cccc(N)c2C1=O (stereo not given)	3	-7
CCN(CC)CCOC(=O)c1ccc(Cl)cc1Cl	-8	-11
O=C(NNC(=O)C1CCN(S(=O)(=O)c2cccc(C(F)(F)F)c2)CC1)C1CC1	0	5
CCCCCOc1cccc(C2C(C(=O)c3cccs3)=C(O)C(=O)N2CCN2CCOCC2)c1 (stereo not given)	-3	12
COc1ccc(CCNC(=O)CO/N=C/c2cc3c(cc2Br)OCO3)cc1OC	6	7
COc1ccc(C(=O)/C=C/c2ccc(OC)c(Cn3nnc4ccccc43)c2)cc1	-2	-3
COc1ccc(CCNS(=O)(=O)c2ccc(Br)s2)cc1	-4	4
COc1cccc(C(CC(=O)NCC2CCCO2)NS(=O)(=O)c2ccc(C)cc2)c1OC (stereo not given)	0	-12
Cc1c(C(=O)NCc2ccco2)sc2nc(-c3ccccc3)cn12	3	4
CCc1ccc(OCC(=O)N(C)C2CCS(=O)(=O)C2)cc1 (stereo not given)	2	-7
CN(CC(=O)Nc1ccccc1C(F)(F)F)C(=O)CCc1nc2ccccc2c(=O)[nH]1	-11	-1
Cc1ccc(-c2csc(/C=C3/SC(C)C(=O)N3CC(=O)Nc3ccccc3F)n2)cc1 (stereo not given)	0	-12
O=C(CN1C(=O)NC(c2ccccc2)(c2ccccc2)C1=O)NCCc1ccc(F)cc1	-12	-18
COc1ccc(N/C=C/C(=O)c2ccc(OC)c(OC)c2)cc1	0	-19

2 entries from above, with values under each structure.
Order of values – TAG inh DAPI viability, TAG inh
- COc1ccc(N/C=C/C(=O)c2ccc(OC)c(OC)c2)cc1
 : 0, -19
- Cc1c(C(=O)NCc2ccco2)sc2nc(-c3ccccc3)cn12
 : 3, 4

New compounds follow
mol	TAG inh DAPI viability	TAG inh
CN1CCN(C(=O)/C=C/c2cn(-c3ccccc3)nc2-c2ccc3c(c2)OCCO3)CC1	28	9
COc1ccc(C)cc1S(=O)(=O)n1c([N+](=O)[O-])cnc1C	0	5
COCCNC(=O)/C(C#N)=C/c1ccc(O)c([N+](=O)[O-])c1	-5	16
COc1ccccc1C(=O)NCCc1c(C)[nH]c2c(C)ccc(F)c12	-7	-12
COc1ccc2c(c1)C(C)=CC(C)(C)N2S(=O)(=O)c1ccc(Br)cc1	-42	37
Cc1cc(C)c(NC(=O)CSc2cccc[n+]2[O-])c(C)c1	6	-4
CN(Cc1ccccn1)Cc1cn(Cc2ccccc2)nc1-c1ccc2c(c1)OCO2	11	-19
COc1cccc(CNC(=O)C2CCC(CNc3nc(=S)[nH]c4ccccc34)CC2)c1 (stereo not given)	3	-1
Cc1ccc(NC(=O)CN(C)C(=O)COC(=O)c2oc3ccccc3c2C)cc1	-9	-6
CC(C)(C)OC(=O)N1CCC(NC(=O)c2ncn(Cc3ccccc3)c2C(=O)NC2CCN(C(=O)OC(C)(C)C)CC2)CC1	-10	25
CC(=O)Nc1ccc(/C(C)=N/NC(=O)CN(c2ccccc2Br)S(C)(=O)=O)cc1	0	-17
COc1ccc(NC(=O)c2cccc(N3C(=O)C4C5C=CC(C5)C4C3=O)c2)cc1 (stereo not given)	0	-4
CCOC(=O)c1c(C)[nH]c(C(=O)N2CCN(c3ccc(OC)cc3)CC2)c1C	-19	12
CC1CC(C)C(=NNC(N)=O)C(C(O)CC2CCC(=O)NC2=O)C1 (stereo not given)	11	4
COc1ccc(N(CC(=O)NCCSc2ccccn2)S(C)(=O)=O)cc1Cl	-20	30
O=C(Nc1cccc2ccccc12)c1onc2c1CCCC2	-13	20
COc1ccc(OCc2cccc(C(=O)N3CCCC3)c2)cc1	10	-12
Cc1cc(C(=O)Cn2cnc3cc([N+](=O)[O-])ccc3c2=O)c(C)n1CC1CCCO1 (stereo not given)	4	-14
CCOC(=O)CSC1=C(C#N)C(c2ccc(OC)cc2)C2=C(CC(C)(C)CC2=O)N1 (stereo not given)	-6	12
CC(=O)c1ccc(NC(=O)Nc2ccc(S(=O)(=O)N3CCCC3)cc2)cc1	-6	-7
O=C(NCCc1ccncc1)Nc1ccc(F)cc1	-9	-1
Cc1ccccc1-n1nnnc1SCC(N)=O	-4	14
CC1(C(=O)NCC2CC2)C=CC2(CCCCC2)N1C(=O)c1ccccc1 (stereo not given)	-1	13
CCSc1ccc([C@@H]2[C@@H]3C(=O)N(CC)C(=O)[C@@H]3[C@]3(C(=O)OC)CCCN23)cc1	-4	-3

Laid out differently: four of the compounds above
> Cc1cc(C(=O)Cn2cnc3cc([N+](=O)[O-])ccc3c2=O)c(C)n1CC1CCCO1 (stereo not given)
  TAG inh DAPI viability: 4
  TAG inh: -14
> CCCCN(C(=O)c1ccc(COc2ccccc2)o1)c1c(N)n(CC(C)C)c(=O)[nH]c1=O
  TAG inh DAPI viability: -6
  TAG inh: 15
> COc1ccc(N/C=C/C(=O)c2ccc(OC)c(OC)c2)cc1
  TAG inh DAPI viability: 0
  TAG inh: -19
> COc1cccc(C(CC(=O)NCC2CCCO2)NS(=O)(=O)c2ccc(C)cc2)c1OC (stereo not given)
  TAG inh DAPI viability: 0
  TAG inh: -12

Continuation:
mol	TAG inh DAPI viability	TAG inh
CCC(C)(C)NC(=O)CN(C(=O)CCC(=O)Nc1cc(C)ccn1)c1ccc2c(c1)OCCO2	-10	1
O=C(COC(=O)c1ccncc1)c1ccc(Br)cc1	7	-4
O=C(CCC(=O)N(CC(=O)NC1CCCCC1)c1ccc2c(c1)OCO2)Nc1ccccn1	-13	7
COc1cc(CC(=O)Nc2sccc2C(N)=O)cc(OC)c1OC	-10	-10
Cc1nc(CNS(=O)(=O)c2cccs2)cs1	-2	1
O=C(c1cc(Cl)nc2ccccc12)N(Cc1nnc(-c2ccc(Cl)cc2)o1)C1CC1	-2	-5
CN(C)CC1CCCCC1OC(=O)c1ccc(Br)cc1 (stereo not given)	5	-2
Cc1ccc(OCCNC(=O)c2cccc(S(=O)(=O)N3CCN(C)CC3)c2)cc1	12	-25
